# High-throughput results as filed in PubChem BioAssay.
# MBD2 inh = blocks human MBD2 binding to methylated DNA. Q9UBB5. TR-FRET, MBD2 binding to methylated oligonucleotide. inhibition, % at 4.4 µM. 370,000 tested, 0.31% active; in the data active = inhibition above about 13%
# Target sequence (Q9UBB5 whole entry, looked up): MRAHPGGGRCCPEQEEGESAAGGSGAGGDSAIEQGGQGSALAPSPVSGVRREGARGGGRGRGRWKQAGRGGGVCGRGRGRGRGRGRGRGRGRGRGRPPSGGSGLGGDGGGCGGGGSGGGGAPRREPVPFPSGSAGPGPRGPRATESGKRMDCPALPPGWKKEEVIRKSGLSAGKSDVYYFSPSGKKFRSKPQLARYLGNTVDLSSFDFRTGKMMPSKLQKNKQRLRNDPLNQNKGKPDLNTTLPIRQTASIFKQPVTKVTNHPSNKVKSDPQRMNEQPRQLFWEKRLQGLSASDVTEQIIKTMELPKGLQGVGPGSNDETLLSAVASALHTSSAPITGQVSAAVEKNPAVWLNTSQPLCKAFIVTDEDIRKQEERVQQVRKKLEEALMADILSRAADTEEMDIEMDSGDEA
# PG9 binder = PG9 antibody binding by small molecule; TR-FRET gp120-PG9 antibody binding; 360,000 tested, 0.43% active; inhibition, % at 6.7 µM; in the data active = inhibition above about 8.5%
# LEDGF integ inh = blocks HIV-1 LEDGF/p75-dependent DNA integration | TR-FRET IN-LEDGF/p75 DNA integration, Eu/Cy5 | inhibition, % at 3.7 µM | 370,000 tested, 0.64% active | AID 743269;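 active = inhibition above the screen-wide mean plus 3 SD, cut at about 13% in these data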;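 also: signal is the Cy5 over europium emission ratio at 671 and 618 nm; 0% = plate median of compound wells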
# HTRA1 inhibitor = blocks human HTRA1 serine peptidase; recombinant HTRA1, FP-rhodamine activity-based probe, fluorescence polarization; inhibition, % at 5.96 µM; 340,000 tested, 0.5% active; AID 504803; in the data active = inhibition above about 36%;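 also: 0% = enzyme with DMSO and 100% = wells lacking enzyme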
# NR1D1 modulator = modulators of human Rev-erb alpha DNA binding; 370,000 tested, 0.79% active; activity, % at 10 µM; P20393; Rev-erbα–FITC-DNA binding, fluorescence polarization, 90 min;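 active = activity above about 14%, limit read from the data; passing the limit was not always enough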;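 also: 0% = DMSO wells with 35 nM protein and 100% = DMSO wells with 750 nM protein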
# UHRF1 MBD2 ctr = human UHRF1 methylated DNA binding inhibitors. Q96T88. 370,000 tested, 0.75% active. UHRF1 binding to methylated oligo, TR-FRET. inhibition, % at 4.4 µM; in the data active = inhibition above about 21%;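 also: UHRF1 SRA domain binding a hemimethylated CpG hairpin DNA probe; 0% = median of test compound wells and 100% = reference inhibitor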
# TCR-CD3 inh = blocks the human TCR-CD3 interaction; TAMRA-labeled TCR probe fluorescence, biochemical; inhibition, % at 9.4 µM; 360,000 tested, 0.37% active; in the data active = inhibition above about 19%;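 also: recombinant mutant TCR 2C K166C tagged with TAMRA read by polarization; 0% = receptor in buffer alone and 100% = receptor with positive control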
# ABHD4 inh = inhibitors of mouse ABHD4 | inhibition, % at 8.92 µM | 370,000 tested, 0.54% active | Q8VD66 | purified mABHD4, FP-Rh probe fluorescence polarization | AID 720543;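 active = inhibition exceeding the mean over every tested compound plus 3 SD, cut at about 30% in these data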;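 also: 0% = plate median of compound wells and 100% = S159A mutant with DMSO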
# Target sequence (Q8VD66 whole entry, looked up): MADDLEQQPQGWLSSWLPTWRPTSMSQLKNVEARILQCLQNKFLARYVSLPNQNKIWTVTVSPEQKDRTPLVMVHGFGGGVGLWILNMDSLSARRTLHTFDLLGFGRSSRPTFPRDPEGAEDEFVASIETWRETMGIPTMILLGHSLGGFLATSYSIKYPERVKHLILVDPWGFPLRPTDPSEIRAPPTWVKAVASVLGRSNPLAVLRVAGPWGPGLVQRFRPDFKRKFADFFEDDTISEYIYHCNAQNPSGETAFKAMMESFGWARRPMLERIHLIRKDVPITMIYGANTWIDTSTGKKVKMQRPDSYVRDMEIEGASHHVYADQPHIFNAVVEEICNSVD
#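 Assay system: mouse ABHD4 enzyme, wild type / Also added: fluorescent activity-based probe FP-Rh / Doses: single nominal dose of 8.92 µM, 0.89% DMSO final / Timing: 45 min compound pre-incubation plus 60 min probe step, 25 °C / Signal: FP readout, ex 525 nm / em 598 nm / Control set: S159A mutant/DMSO as 100%, compound-well median as 0%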
# rCAG binder = binds r(CAG) RNA repeats | AID 651821 | r(CAG) RNA repeat, TO-PRO-1 dye displacement fluorescence | inhibition, % at 3 µM | 370,000 tested, 1.3% active;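 active = inhibition above the plate cutoff, the mean of all test compounds on that plate plus 3 SD, cut at about 35% in these data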;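 also: 0% = DMSO alone and 100% = 100 µM mitoxantrone as full dye displacement; higher means more dye released from RNA so lower well fluorescence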
# PRMT1 FP inh = blocks human protein arginine methyltransferase 1; AID 652257; Q99873; recombinant PRMT1, activity-based probe fluorescence polarization; inhibition, % at 2.79 µM; 370,000 tested, 1.3% active;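 active = inhibition above about 21% made by adding two undisclosed values, limit read from the data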
# * marks the source's active call; other numbers are inactive results; nt = not tested or not shown; & = joins results of further samples.
no.	structure	MBD2 inh	PG9 binder	LEDGF integ inh	HTRA1 inhibitor	NR1D1 modulator	UHRF1 MBD2 ctr	TCR-CD3 inh	ABHD4 inh	rCAG binder	PRMT1 FP inh
1	COc1ccc(-n2c(Cc3cccn3C)nnc2SCC(=O)Nc2ccc(Cl)cc2)cc1	-1	0.0	-3	-23	0	-3	-11	-3	7	6
2	CCCn1c(=O)c2c(nc3n2CCN3Cc2ccco2)n(C)c1=O	0	-1.5	2	0	-2	1	4	1	-6	0
3	COc1ccc2cc3cc(C(=O)NCCCN4CCOCC4)oc3nc2c1	-9	-0.3	0	0	5	-19	8	0	-3	-2
4	CCC(COC)NCc1cn(-c2ccc(OC)cc2)nc1-c1cccc(F)c1 (stereo not drawn)	4	-2.1	-1	-9	-6	-2	7	1	-5	-2
5	O=C(NC(=S)NCc1ccccc1)c1ccc(Br)o1	-4	-1.8	4	-7	-2	-4	7	-2	-3	0
6	COc1ccc(Nc2nc(NN)nc(C)c2[N+](=O)[O-])cc1	0	-1.1	-4	12	-6	-1	-5	9	8	4
7	Cc1nn(Cc2ccc(C(=O)Nc3ccc(C(=O)OC(C)C)cc3)o2)c(C)c1Cl	0	-2.0	2	-44	13	0	5	-9	7	9
8	O=C(/C=C/c1cccs1)N1CCC2(CC1)Oc1ccc(Cl)cc1C(=O)C21CC(c2ccc(Cl)cc2)=NO1 (stereo not drawn)	2	0.5	0	-18	-2	3	2	-6	11	-1
9	O=C(c1ccccc1F)N(Cc1cccnc1)Cc1cc2cc3c(cc2[nH]c1=O)OCCO3	-2	0.4	0	5	6	2	5	2	-6	-3
10	Cc1ccnc(NC(=O)CNC(=O)c2ccc(C)s2)c1	-3	1.2	2	-12	-2	1	-2	-4	-3	1

# Next section.
no.	structure	MBD2 inh	PG9 binder	LEDGF integ inh	HTRA1 inhibitor	NR1D1 modulator	UHRF1 MBD2 ctr	TCR-CD3 inh	ABHD4 inh	rCAG binder	PRMT1 FP inh
11	Cc1cc(C(=O)O)ccc1-n1c(C)cc(C=C2C(=O)c3ccccc3C2=O)c1C	1	-0.6	4	-8	-2	-2	4	3	43*	6
12	COc1ccc(-c2cc(C(=O)Nc3cc(Cl)ccc3O)no2)cc1	5	-0.7	-1	2	6	0	7	-1	0	4
13	COc1ccc2c(c1OC)C(=O)N(c1cccc(NC(C)=O)c1)C2	2	-1.0	4	-3	-4	0	7	-8	7	-2
14	CCc1c(C)nc(SCC(=O)Nc2c(C)n(C)n(-c3ccccc3)c2=O)[nH]c1=O	20*	0.8	2	1	6	1	0	6	1	1
15	O=S(=O)(Nn1c(O)c(C=C2N=c3ccccc3=N2)sc1=S)c1ccccc1	8	-2.2	-3	-5	5	0	-4	14	89*	17
16	O=C(O)/C=C/C(=O)NNC(=O)c1cccc(Br)c1	4	0.4	-2	-3	-8	0	8	10	-1	1
17	CCOc1ccc(C(=O)c2nc3c(n2O)CCCC3)cc1	-8	-1.8	2	-6	3	-2	10	-2	0	-4
18	COc1ccc(NC(=O)c2cc(-c3ccccc3)on2)cc1	0	0.8	1	6	2	-1	-1	1	-2	-2
19	C[C@@H]1CN[C@@H](CCO)/C1=C\c1ccccc1	-4	-0.2	-8	5	-2	0	-2	2	1	-1
20	O=C(CN1CCN(c2ccc(F)cc2)CC1)N1N=CCC1c1ccccc1 (stereo not drawn)	7	0.8	1	8	-3	11	-7	4	-10	-1

# (listing goes on)
no.	structure	MBD2 inh	PG9 binder	LEDGF integ inh	HTRA1 inhibitor	NR1D1 modulator	UHRF1 MBD2 ctr	TCR-CD3 inh	ABHD4 inh	rCAG binder	PRMT1 FP inh
21	O=C(Nc1ccc(Cl)cc1C(F)(F)F)c1ccccc1	0	-0.3	-2	-2	-2	0	2	3	-2	0
22	Cc1nc(SCC(=O)c2ccc(Cl)s2)c2oc3ccccc3c2n1	2	1.1	0	5	10	10	0	2	0	-3
23	CC[C@H](CO)NCCN[C@H](CC)CO	-1	0.0	0	2	4	0	3	0	0	-1
24	COC[C@H]1CCCN1c1ccc2c(c1)O[C@@H](COCc1ccccc1)CN([C@@H](C)c1ccccc1)S2(=O)=O	1	-1.5	-6	nt	-2	-1	6	0	7	-2
25	Nc1nnc(SCCCC(=O)c2ccc(Br)cc2)s1	-1	-1.7	1	-3	-5	-1	1	-6	0	-5
26	CCN(CC)c1ccc2cc(C(C)=O)c(=O)oc2c1	-18	-4.7	0	-1	36*	-46	2	-4	-62	-24
27	CCCCCCCCNC(C)C(O)c1ccc(SC(C)C)cc1 (stereo not drawn)	1	0.9	-3	-6	8&0	3	1	17	5	3
28	COc1ccc(C2SCCN2S(=O)(=O)c2ccc(F)cc2)cc1OC (stereo not drawn)	-1	-0.3	-3	-2	-1	0	-2	-10	-6	-3
29	O=c1c2ccccc2n2c(-c3ccc(C(F)(F)F)cc3)nnc2n1Cc1ccccc1	2	-1.0	1	7	-2	1	-1	5	1	-3
30	CSc1cccc(NC(=O)c2nnn(CC(=O)Nc3cc(C)cc(C)c3)c2N)c1	1	4.0	3	1	-2	1	5	0	3	3

# Later entries.
no.	structure	MBD2 inh	PG9 binder	LEDGF integ inh	HTRA1 inhibitor	NR1D1 modulator	UHRF1 MBD2 ctr	TCR-CD3 inh	ABHD4 inh	rCAG binder	PRMT1 FP inh
31	COc1ccc(NC(=O)C2(C)CCN2CCOc2ccccc2)cc1OC (stereo not drawn)	2	-0.5	0	nt	2	-1	5	5	-2	-1
32	C#CCOCCOCCOCCNc1nc(N2CCN(C(=O)[C@H](CO)n3cc([C@@H](N)C(C)C)nn3)CC2)nc(N2CCN(C(=O)[C@H](CO)n3cc([C@@H](N)C(C)C)nn3)CC2)n1	15*	0.3	5	0	-1	22*	-3	3	-3	6
33	COc1ccc2c3c(c(=O)oc2c1OCC(=O)C(C)(C)C)CCCC3	-2	-0.6	-2	-4	5	-4	-11	1	-3	0
34	CC(C)CCNC(=O)CCSCCC(=O)NCCC(C)C	0	1.4	0	0	3	2	-3	7	-3	-4
35	COCCCNC(=O)COc1cc2c(c3oc(=O)c(C)c(C)c13)CCC(C)(C)O2	2	0.9	-3	-1	4	-5	-1	2	0	-1
36	O=C(NCc1ccccc1)c1ccc(C(=O)N(C2CCCCC2)C2CCCCC2)cc1	0	0.1	-2	-13	9	-1	4	-8	2	-4
37	COc1cccc(NC(=S)Nc2ccc(O)cc2)c1	-4	-2.5	1	26	4	-8	6	34*	13	17
38	COc1cc2c(cc1NC(=O)/C=C/c1cc(OC)c(OC)c(OC)c1)oc1ccccc12	3	-0.7	0	-56	1	-2	4	-16	14	-1
39	Cc1ccc(NC(=O)Nc2nnc([C@H]3C[C@H](O)[C@@H](CO)O3)s2)cc1	-1	-0.4	-2	nt	-4	4	3	-4	8	3
40	O=C1COCCOCCOCC(=O)NCCN1	-5	-3.1	2	5	4	0	2	0	-2	2

# Next part:
no.	structure	MBD2 inh	PG9 binder	LEDGF integ inh	HTRA1 inhibitor	NR1D1 modulator	UHRF1 MBD2 ctr	TCR-CD3 inh	ABHD4 inh	rCAG binder	PRMT1 FP inh
41	CC(=O)Nc1ccc(NC(=O)COC(=O)[C@@H](NC(=O)c2ccc(F)cc2)C(C)C)cc1	-1	-0.8	-3	7	3	3	-2	-1	-2	1
42	CC1(C(=O)NCc2ccco2)Cc2c(-c3ccc4c(c3)OCO4)ccnc2O1 (stereo not drawn)	1	0.9	2	nt	-1	3	-1	4	2	-4
43	CC(=O)NC(C)c1ccc(Cl)c(Cl)c1 (stereo not drawn)	2	0.9	2	4	-2	-4	3	-1	0	1
44	COc1ccc(C(=O)CCN2CCc3cc(OC)c(OC)cc3C2)cc1	-3	2.6	-2	0	-1	2	1	5	-6	22*
45	O=C1CC2(CCN(C(=O)c3cccc([N+](=O)[O-])c3)CC2)Oc2ccccc21	-3	2.4	0	-3	3	-1	1	2	-8	-3
46	C/C(=C\c1ccccc1)C(=O)NCCN1CCOCC1	-6	-0.8	1	2	5	-4	5	-3	-2	-4
47	Cn1c(SCC(=O)N/N=C/c2ccncc2)nc2ccccc21	-4	-1.7	4	4	0	0	1	1	0	-2
48	O=C(O)CCC(=O)c1ccc2ccc3cccc4ccc1c2c34	-5	-5.5	6	nt	-5	-2	-2	-3	23	4
49	Cn1c(=N)c(S(=O)(=O)c2ccc(F)cc2)cc2c(=O)n3ccccc3nc21	-3	0.5	0	2	-1	-1	1	1	-3	0
50	COC(=O)Cn1c(=NC(=O)c2cccc(OC)c2)sc2cc(OC)ccc21	-3	0.0	1	-8	31*	-2	4	-5	4	0
51	Cc1ccc(NC(=O)C2=CC(c3ccc(C)cc3)=NS(=O)(=O)N2C)cc1	-8	-0.7	7	-7	6	-3	-1	-18	5	-6
52	NC(=O)c1ncc(C(F)(F)F)cc1Oc1ccc(C(F)(F)F)cc1	-5	0.2	2	-1	-2	1	-4	10	-8	0

# Ordered by molecular weight (low to high): some entries from above.
no.	structure	MBD2 inh	PG9 binder	LEDGF integ inh	HTRA1 inhibitor	NR1D1 modulator	UHRF1 MBD2 ctr	TCR-CD3 inh	ABHD4 inh	rCAG binder	PRMT1 FP inh
40	O=C1COCCOCCOCC(=O)NCCN1	-5	-3.1	2	5	4	0	2	0	-2	2
33	COc1ccc2c3c(c(=O)oc2c1OCC(=O)C(C)(C)C)CCCC3	-2	-0.6	-2	-4	5	-4	-11	1	-3	0
14	CCc1c(C)nc(SCC(=O)Nc2c(C)n(C)n(-c3ccccc3)c2=O)[nH]c1=O	20*	0.8	2	1	6	1	0	6	1	1

# Exported with values under each structure: entries from further up
# Each structure is followed by: MBD2 inh | PG9 binder | LEDGF integ inh | HTRA1 inhibitor | NR1D1 modulator | UHRF1 MBD2 ctr | TCR-CD3 inh | ABHD4 inh | rCAG binder | PRMT1 FP inh
46. C/C(=C\c1ccccc1)C(=O)NCCN1CCOCC1
→ -6 | -0.8 | 1 | 2 | 5 | -4 | 5 | -3 | -2 | -4
47. Cn1c(SCC(=O)N/N=C/c2ccncc2)nc2ccccc21
→ -4 | -1.7 | 4 | 4 | 0 | 0 | 1 | 1 | 0 | -2
48. O=C(O)CCC(=O)c1ccc2ccc3cccc4ccc1c2c34
→ -5 | -5.5 | 6 | nt | -5 | -2 | -2 | -3 | 23 | 4
49. Cn1c(=N)c(S(=O)(=O)c2ccc(F)cc2)cc2c(=O)n3ccccc3nc21
→ -3 | 0.5 | 0 | 2 | -1 | -1 | 1 | 1 | -3 | 0
50. COC(=O)Cn1c(=NC(=O)c2cccc(OC)c2)sc2cc(OC)ccc21
→ -3 | 0.0 | 1 | -8 | 31* | -2 | 4 | -5 | 4 | 0
51. Cc1ccc(NC(=O)C2=CC(c3ccc(C)cc3)=NS(=O)(=O)N2C)cc1
→ -8 | -0.7 | 7 | -7 | 6 | -3 | -1 | -18 | 5 | -6

# An excerpt; the hit share may differ from the screen's.
